# Casp7 inh = qHTS Assay for Allosteric/Competitive Inhibitors of Caspase-7. AID 889, 2007. 0.02% of 75,000 active. P55210. recombinant caspase-7, Ac-DEVD-AFC fluorescence rate. Potency, µM (series often up to 57.5 µM), for inactives: at the highest dose activity change, negative = inhibition, actives largely listed as inhibitors; active = well fitted inhibition curve with a large enough effect in the main read-out, with a control signal flat, not every such curve was filed as active; inconclusive = small, poorly fitted or top-dose-only effect, or a change in a side signal; note: % of control where 0% means no effect
# Target sequence (P55210 24-198 limits assumed): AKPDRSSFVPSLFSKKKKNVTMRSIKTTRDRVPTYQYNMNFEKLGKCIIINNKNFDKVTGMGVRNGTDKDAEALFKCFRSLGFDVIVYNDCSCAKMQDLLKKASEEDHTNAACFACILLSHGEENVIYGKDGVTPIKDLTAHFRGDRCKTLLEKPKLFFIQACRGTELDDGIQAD
# Target sequence (P55210 207-303 limits assumed): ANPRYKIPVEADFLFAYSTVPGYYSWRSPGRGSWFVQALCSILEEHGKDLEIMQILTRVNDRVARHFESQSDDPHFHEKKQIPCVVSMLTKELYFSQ
# USP2a inhib = qHTS Assay for Inhibitors of Ubiquitin-specific Protease USP2a; Ubiquitin carboxyl-terminal hydrolase 2 (Homo sapiens), O75604; USP2a enzymatic assay, qHTS inhibition; Potency, µM (titrated, usually from 38.3 µM), for inactives: at the highest dose activity change, negative = inhibition, usual class: inhibitors; 0.1% of 60,000 active; AID 927, 2007;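 note: nearly all actives have a fitted effect of over 60% in size; plate controls were DMSO for no effect and NEM full inhibition control for full effect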
# Target sequence (O75604 whole entry, looked up): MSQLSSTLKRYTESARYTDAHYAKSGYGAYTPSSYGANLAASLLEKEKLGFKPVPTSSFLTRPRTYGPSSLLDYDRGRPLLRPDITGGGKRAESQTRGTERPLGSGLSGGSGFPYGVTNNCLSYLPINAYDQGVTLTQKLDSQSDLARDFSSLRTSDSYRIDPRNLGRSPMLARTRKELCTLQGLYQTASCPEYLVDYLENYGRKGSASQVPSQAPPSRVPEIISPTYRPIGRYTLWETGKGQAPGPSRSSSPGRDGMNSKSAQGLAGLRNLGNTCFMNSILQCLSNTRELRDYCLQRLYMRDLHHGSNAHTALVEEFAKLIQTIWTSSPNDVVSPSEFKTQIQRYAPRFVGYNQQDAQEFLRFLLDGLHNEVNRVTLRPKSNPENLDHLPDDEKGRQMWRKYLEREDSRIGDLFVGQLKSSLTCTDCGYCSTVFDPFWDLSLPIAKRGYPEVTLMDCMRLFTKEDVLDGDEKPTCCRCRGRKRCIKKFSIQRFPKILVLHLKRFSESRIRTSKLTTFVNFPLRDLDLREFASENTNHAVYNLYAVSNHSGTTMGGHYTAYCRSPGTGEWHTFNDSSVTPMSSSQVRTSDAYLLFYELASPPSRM
#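 USP2 core (20 nM final) was preincubated with compound for 30 min at RT in 20 mM Tris-HCl pH 8.0, 2 mM CaCl2, 2 mM beta-mercaptoethanol; Ub-PLA2 (20 nM) plus NBD C6-HPC (20 uM) then added, fluorescence read after 2.5 h.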
# ERK AVP inh = qHTS Assay for Inhibitors of the ERK Signaling Pathway using a Homogeneous Screening Assay; Potency, µM (series often up to 57.5 µM), for the others: top-dose activity, negative = inhibition, most hits filed as inhibitors; AID 995, 2007; HEK293-V1b, vasopressin-stimulated pERK AlphaScreen; 0.99% of 72,000 active; note: % is set by controls: 0 for no effect and ±100 for the full control effect; nearly all actives have a fitted effect of over 55% in size
#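 Phosphorylated ERK1/2 detected via AlphaScreen bead proximity in lysates of V1b-expressing HEK293 cells given 25 nM vasopressin for 5 min after 30 min compound exposure (37 °C). AC50 from Hill equation; basal DMSO 0%, vasopressin 100%.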
# Caspase-1 inhib = qHTS Assay for Allosteric/Competitive Inhibitors of Caspase-1; Caspase-1 enzyme, Ac-WEHD-AFC fluorogenic rate; Potency, µM (titrated, usually from 57.5 µM), without a hit: at the top dose activity change, negative = inhibition, hits mostly inhibitors; P29466; AID 900, 2007; 0.03% of 75,000 active;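 note: plate controls were vehicle for no effect and no substrate for full effect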
# * = called active by the depositor; ? = inconclusive; & = joins results of further samples; [ ] = remark or other dose. Unless noted, calls come from the whole dose curve; as a rule, active = well fitted curve in the direction sought with a large enough effect; inconclusive = small, poorly fitted or top-dose-only effect, or another doubt; inactive = no such curve, though single readings can be large; an effect the other way counts as inactive or inconclusive. Potency is the fitted concentration of half-maximal effect.
SMILES,Casp7 inh,USP2a inhib,ERK AVP inh,Caspase-1 inhib
Oc1ccc2c3c1OC1C(O)CC[C@]4(O)C(C2)N(CC2CCC2)CC[C@]314 (stereo partly specified),-1%,-2%,-6%,-3%
CC1CC(O)[C@]2(O)[C@]13CC(=O)OC[C@@]2(C)[C@@](C)(O)C(=O)C3 (stereo partly specified),-1%,-10%,0%,0%
COc1c2c(cc3c1OCO3)C13C=CC(OC)CC1N(C2)CC3O (stereo unspecified),0%,-10%,12%,4%
O=c1cccc2n1CC1CNCC2C1 (stereo unspecified),0%&2%,-4%,3%&-18%,-4%&-2%
COc1cc2c(c(OC)c1OC)-c1ccc(OC)c(=O)cc1C(NC(C)=O)CC2 (stereo unspecified),-1%,-14%,-6%,-10%
NC1(C(=O)O)CCCC1,1%,-10%,-22%,-1%
CC(=O)OC1C[C@@]2(C)C(c3ccoc3)C[C@H]3O[C@@]32[C@@]2(C)C(=O)C(O)=C3C(C)(C)C(=O)C=C[C@]3(C)C12 (stereo partly specified),-6%,38%[activator],-6%,-4%
CC(CO)NC(=O)C1C=C2c3cccc4[nH]cc(c34)C[C@H]2N(C)C1 (stereo partly specified),0%,3%,9%,0%
COC(=O)[C@]1(C)CC[C@@]2(C)CC[C@@]3(C)C4=CC=C5C(=CC(=O)C(O)=C5C)[C@@]4(C)CC[C@@]3(C)C2C1 (stereo partly specified),-3%,25%,-19%,2%
CC(C)CCCC(C)C1CCC2C3CC(O)[C@@]4(O)CC(O)CC[C@@]4(C)C3CC[C@@]12C (stereo partly specified),1%,31%[activator],-7%,-2%
COc1cc2c(cc1OC)[C@@H]1C(=O)c3ccc(O)c(CC=C(C)C)c3OC1CO2 (stereo partly specified),1%,-10%,12%,1%
C=C1C([C@@]2(C)C(OC(C)=O)CC(=O)O[C@@](C)(COC(C)=O)C2CC(=O)OC)C(OC=O)C(OC(=O)C(OC(C)=O)C(C)CC)[C@]2(C)C(c3ccoc3)CC(=O)C12O (stereo partly specified),0%,62%[activator],18%,-4%
CC(C)=CC1C(C(=O)OCc2cccc(Oc3ccccc3)c2)C1(C)C (stereo unspecified),1%,-22%,31%,-2%
O=C(O)COc1cc(Cl)c(Cl)cc1Cl,2%,-1%,8%,-5%
CC1/C=C/C=C/CC/C=C/C=C/C=C/C=C/C(OC2OC(C)C(O)C(N)C2O)CC2O[C@](O)(CC(O)C(O)CCC(O)CC(O)CC(O)CC(=O)OC(C)C(C)C1O)CC(O)C2C(=O)O (stereo partly specified),0%,-6%,22%,0%
CCN1C[C@@]2(OC(=O)c3ccccc3NC(C)=O)CCC(OC)[C@@]34C5CC6C(OC)C[C@@](O)(C(CC23)[C@@H]14)C5(O)C6OC (stereo partly specified),1%,2%,2%,1%
CNC1[C@@H](O)C(OC2C(N)C[C@H](N)[C@@H](O[C@@H]3OC(C(C)O)C(O)C(O)C3N)C2O)OC[C@]1(C)O (stereo partly specified),2%,-15%,-5%,1%
CN(C)C(=O)Oc1cc(OC(=O)N(C)C)cc(C(O)CNC(C)(C)C)c1 (stereo unspecified),1%,-6%,4%,-1%
COc1cc2ccc(=O)oc2c2ccoc12,-4%,23%,-12%,-2%
CCCC(C)C1(CC)C(=O)N=C(S)NC1=O (stereo unspecified),0%,-6%,18%,-3%
CC1C(=O)OC2C1CC[C@@]1(C)C=CC(=O)[C@@]3(C)O[C@@]213 (stereo partly specified),2%,2%,12%,3%
C[C@@H]1OC(OC2C(OC3CC[C@@]4(C)C5CC=C6C7CC(C)(C)CC[C@@]7(C(=O)O)CCC6(C)C5(C)CCC4[C@]3(C)CO)OCC(O)C2O)C(O)C(O)C1O (stereo partly specified),-2%,39%[activator],?,-1%
COP(N)(=O)SC (stereo unspecified),2%,-6%,-15%,1%
CNC(=O)Oc1ccccc1OC(C)C,0%,-9%,-12%,1%
COC(=O)[C@]1(C)CC[C@@]2(C)CC[C@@]3(C)C4=CCc5c(cc(O)c(O)c5C)[C@]4(C)CC[C@@]3(C)C2C1 (stereo partly specified),2%,43%[activator],8%,-2%

# Pulled by structure from above (3):
SMILES,Casp7 inh,USP2a inhib,ERK AVP inh,Caspase-1 inhib
C[C@@H]1OC(OC2C(OC3CC[C@@]4(C)C5CC=C6C7CC(C)(C)CC[C@@]7(C(=O)O)CCC6(C)C5(C)CCC4[C@]3(C)CO)OCC(O)C2O)C(O)C(O)C1O (stereo partly specified),-2%,39%[activator],?,-1%
CC1C(=O)OC2C1CC[C@@]1(C)C=CC(=O)[C@@]3(C)O[C@@]213 (stereo partly specified),2%,2%,12%,3%
COC(=O)[C@]1(C)CC[C@@]2(C)CC[C@@]3(C)C4=CCc5c(cc(O)c(O)c5C)[C@]4(C)CC[C@@]3(C)C2C1 (stereo partly specified),2%,43%[activator],8%,-2%

# Looked up above:
# COP(N)(=O)SC (stereo unspecified) – Caspase-1 inhib = 1%
# Oc1ccc2c3c1OC1C(O)CC[C@]4(O)C(C2)N(CC2CCC2)CC[C@]314 (stereo partly specified) – Casp7 inh = -1%
# CC1C(=O)OC2C1CC[C@@]1(C)C=CC(=O)[C@@]3(C)O[C@@]213 (stereo partly specified) – USP2a inhib = 2%
# CN(C)C(=O)Oc1cc(OC(=O)N(C)C)cc(C(O)CNC(C)(C)C)c1 (stereo unspecified) – ERK AVP inh = 4%
# C=C1C([C@@]2(C)C(OC(C)=O)CC(=O)O[C@@](C)(COC(C)=O)C2CC(=O)OC)C(OC=O)C(OC(=O)C(OC(C)=O)C(C)CC)[C@]2(C)C(c3ccoc3)CC(=O)C12O (stereo partly specified) – ERK AVP inh = 18%

# The results go on.
SMILES,Casp7 inh,USP2a inhib,ERK AVP inh,Caspase-1 inhib
NC(=NCCCC(N)C(=O)O)N[N+](=O)[O-] (stereo unspecified),1%,-2%,-12%,-1%
CNC(Cc1c[nH]c2ccccc12)C(=O)O (stereo unspecified),3%,-12%,-4%,-3%
COc1cc2c(cc1O)CCNC2C (stereo unspecified),-4%,-6%,-2%,-3%
CC(C)(C#N)O[C@H]1OC(CO)C(O)C(O)C1O (stereo partly specified),0%,-6%,-1%,3%
O=C(O)c1nn(Cc2ccc(Cl)c(Cl)c2)c2ccccc12,2%,0%,17%,4%
C=C(C)c1cc2cc(C(C)=O)c(O)cc2o1,-3%,4%,25%,3%
CC(C)CCCC(C)C1CCC2C3CC(=O)[C@H]4CC(O)CC[C@]4(C)C3CC[C@@]12C (stereo partly specified),0%,43%[activator],13%,4%
N#C/C(=C\c1ccc(O)cc1)C(=O)O,-2%,-18%,10%,-2%
COc1c2c(cc3c1OCO3)CC[N+](C)=C2,-4%,-8%,-6%,-2%
O=C(NC(=O)c1c(F)cccc1F)Nc1ccc(Cl)cc1,0%,-1%,9%,2%
CCC(=O)OC1CCC2C3CCc4cc(O)ccc4C3CC[C@]12C (stereo partly specified),-6%,-5%,?,-8%
C=C(C)C1Cc2c(ccc3c(=O)c4c(oc23)COc2cc(OC)c(OC)cc2-4)O1 (stereo unspecified),1%,2%,17%,-4%
CC1(C)C(=O)C=C[C@@]2(C)C1CC(O)[C@]1(C)C2CC[C@@]2(C)C(c3ccoc3)OC(=O)C3O[C@]312 (stereo partly specified),-2%,56%[activator],-11%,-2%
CC[C@]1(O)CC(O[C@@H]2CC(N(C)C)C(O)C(C)O2)c2c(cc3c(c2O)C(=O)c2c(O)cccc2C3=O)C1C(=O)OC (stereo partly specified),-23%,40%[activator],-11%,-11%
N#CC(O[C@@H]1OC(COC2OC(CO)C(O)C(O)[C@@H]2O)C(O)C(O)C1O)c1ccccc1 (stereo partly specified),1%,-14%,9%,-2%
CC(=O)OC1CC(OC(C)=O)[C@]2(C)C(CC(OC(C)=O)[C@]3(C)C2CC[C@@]2(C)C(c4ccoc4)C(=O)C4O[C@]432)C1(C)C (stereo partly specified),-4%,44%[activator],-18%,-7%
CC(C)(C)NCC(O)c1cc(Cl)c(N)c(Cl)c1 (stereo unspecified),3%,-4%,-19%,1%
CC(C)c1cc2c(c(O)c1O)[C@]1(C(=O)O)CCCC(C)(C)C1CC2 (stereo partly specified),2%,34%[activator],-24%,1%
CC1=CCCC2C1(C)CCC(C)C2(C)CC/C(C)=C/C[n+]1cn(C)c2c(N)ncnc21 (stereo unspecified),-1%,1%,5%,0%
CC1C(=O)OC2O[C@]3(C)CC[C@H]4C(C)CCC1[C@]24OO3 (stereo partly specified),0%,11%,12%,2%
CNc1ccccc1C(=O)O,1%,-4%,-10%,1%
C/C=C(\C)C(=O)OC1CC(OC(C)=O)[C@@]2(C(=O)OC)COC3C2[C@@]12CO[C@](O)(C(=O)OC)C2[C@](C)(C12OC1(C)C1CC2OC2OC=C[C@]21O)C3O (stereo partly specified),1%,7%,-23%,-1%
CCCCCCCCCc1ccc(OCCOCCOCCOCCOCCOCCOCCOCCOCCO)cc1,-6%,62%[activator],?,?
CC1(C)C(O)CC(=O)[C@]2(C)C1CC(=O)[C@]1(C)C2CC[C@@]2(C)C(c3ccoc3)OC(=O)C3O[C@@]321 (stereo partly specified),0%,26%,0%,1%

# Sorted by SMILES length (high to low): seven of the compounds above
SMILES,Casp7 inh,USP2a inhib,ERK AVP inh,Caspase-1 inhib
C/C=C(\C)C(=O)OC1CC(OC(C)=O)[C@@]2(C(=O)OC)COC3C2[C@@]12CO[C@](O)(C(=O)OC)C2[C@](C)(C12OC1(C)C1CC2OC2OC=C[C@]21O)C3O (stereo partly specified),1%,7%,-23%,-1%
CC(=O)OC1CC(OC(C)=O)[C@]2(C)C(CC(OC(C)=O)[C@]3(C)C2CC[C@@]2(C)C(c4ccoc4)C(=O)C4O[C@]432)C1(C)C (stereo partly specified),-4%,44%[activator],-18%,-7%
CC1(C)C(=O)C=C[C@@]2(C)C1CC(O)[C@]1(C)C2CC[C@@]2(C)C(c3ccoc3)OC(=O)C3O[C@]312 (stereo partly specified),-2%,56%[activator],-11%,-2%
CC(C)c1cc2c(c(O)c1O)[C@]1(C(=O)O)CCCC(C)(C)C1CC2 (stereo partly specified),2%,34%[activator],-24%,1%
CC1C(=O)OC2O[C@]3(C)CC[C@H]4C(C)CCC1[C@]24OO3 (stereo partly specified),0%,11%,12%,2%
O=C(NC(=O)c1c(F)cccc1F)Nc1ccc(Cl)cc1,0%,-1%,9%,2%
N#C/C(=C\c1ccc(O)cc1)C(=O)O,-2%,-18%,10%,-2%

# A portion of the library; count on the stated rates, not on these rows.
